Chronic BCR inh = chronic active BCR signaling inhibition. ABC-DLBCL IkBa-CBG/CBR reporter, luminescence ratio, 4 h. Potency, µM (titrated, usually from 46.1 µM), inactives show at the highest dose ratio change, negative = lower green/red ratio, actives largely listed as inhibitors. 340,000 tested, 0.05% active. AID 493014; active means well fitted inhibition curve with a large enough effect in the signal ratio, with a control signal flat, not every such curve was filed as active; inconclusive means small, poorly fitted or top-dose-only effect, or effect the other way, or a change in a side signal; the % refers to the signal ratio;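 further: potency means the concentration at half of the fitted maximal effect; plate controls were basal doxycycline-induced cells for no effect and cells given 10 µM MG132 for full effect; MG132 reads +100%, hits lower the ratio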
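Concentration-response series (up to 46 uM) were applied to TMD8 dual-reporter cells for 4 h at 37C with doxycycline. Green/red ratio, after filter-overlap correction, defined %Activity; red signal alone was normalised to basal cells and zero luminescence.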
PKM2 activator = increases activity of human pyruvate kinase M2. purified PKM2, Kinase-Glo ATP luminescence, activation; response scale: 0% is enzyme alone, no compound. Potency, µM (series often up to 57.5 µM), without a hit: top-dose activation, usual class: activators. 260,000 tested, 0.34% active; further: potency means the concentration at half of the fitted maximal effect; nearly all actives have a fitted effect of over 55% in size
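Purified hPK-M2 (>95% pure) converted ADP (0.1 mM final) to ATP with 0.5 mM PEP in 50 mM imidazole pH7.2, KCl, MgCl2, Tween 20, BSA; 1 h at room temperature. ATP detected by Kinase-Glo luminescence.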
USP2a inh = USP2a (human) protease inhibition | USP2 core, Ub-CHOP2 coupled fluorogenic reporter, 485/531 | Potency, µM (series often up to 38.3 µM), inactives show at the highest dose activity change, negative = inhibition, hits mostly inhibitors | O75604 | AID 463254 | 330,000 tested, 0.01% active;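 further: potency means the concentration at half of the fitted maximal effect; plate controls were DMSO wells for no effect and full inhibition by NEM control for full effect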
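USP2 core (10nM final) preincubated 30min RT with compound in 20mM Tris-HCl pH 8.0, 2mM CaCl2, 2mM beta-mercaptoethanol, 0.05% CHAPS; 25nM Ub-CHOP2 plus 25nM reporter substrate added, fluorescence (Ex485/Em531) read after 60min.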
KCNH2 3.1 block = inhibitors of human KCNH2 3.1 potassium channel isoform; U2OS KCNH2 3.1, thallium flux FluxOr; active compounds read low; activity change, % (tested at about 1.8 µM); 340,000 tested, 0.95% active; AID 720553;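 active means maximum activity change below -70%; inconclusive means maximum activity change from -70% to -50%; inactive means maximum activity change above -50%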;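 further: thallium influx rate constant from kinetic fluorescence after stimulation buffer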
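Normalized rate constant (relative to positive and negative DMSO controls) derived from a 2 min kinetic fluorescence read after stimulation; U2OS cells expressing the 3.1 isoform via virus at 1.77 x 10^8 /mL.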
KCNH2 WT inh = inhibitors of human wildtype KCNH2 potassium channel; AID 720551; activity change, % at 1.84 µM; 340,000 tested, 0.37% active; U2OS, BacMam KCNH2, thallium flux FluxOr; active compounds read low;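 active means maximum activity change below -70%; inconclusive means maximum activity change between -70% and -50%; inactive means maximum activity change above -50%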
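U2OS cells transduced with wild-type KCNH2 virus are loaded with FluxOr dye for 45 min, and thallium flux is measured in kinetic reads before and after stimulation buffer. Rate constants are normalized to DMSO controls.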
GALK inhibitor = galactokinase (human) inhibition; P51570; Purified GALK, Kinase-Glo residual ATP luminescence; Potency, µM (doses to about 57.5 µM), inactives show at the top dose activity change, negative = inhibition, usual class: inhibitors; 270,000 tested, 0.007% active; AID 1868; further: potency means the concentration at half of the fitted maximal effect
Target sequence (P51570 whole entry, looked up): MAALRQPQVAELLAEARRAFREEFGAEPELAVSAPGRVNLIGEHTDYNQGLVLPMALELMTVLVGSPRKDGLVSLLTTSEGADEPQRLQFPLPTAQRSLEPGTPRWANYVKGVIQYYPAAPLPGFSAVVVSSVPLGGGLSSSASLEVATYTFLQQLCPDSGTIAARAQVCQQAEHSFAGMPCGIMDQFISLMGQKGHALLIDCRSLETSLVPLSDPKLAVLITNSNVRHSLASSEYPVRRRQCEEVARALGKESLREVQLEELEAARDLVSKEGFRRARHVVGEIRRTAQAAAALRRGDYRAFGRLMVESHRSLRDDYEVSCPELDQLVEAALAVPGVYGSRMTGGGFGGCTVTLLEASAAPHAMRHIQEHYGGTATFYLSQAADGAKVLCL
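Kinase-Glo Plus luminescence measured ATP left after a 1 h room-temperature reaction. The reaction used 5 nM GALK, 100 uM galactose and 35 uM ATP at pH 8.0 (20 mM HEPES, 5 mM MgCl2, 60 mM NaCl, 1 mM DTT, 0.01% BSA).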
Coupling enz = inhibits coupling enzyme system, counter-screen for aldolase hits; coupling enzyme system counterscreen, AmpLite Red fluorescence; 290,000 tested, 0.67% active; activity change, negative = inhibition, % at 58.2 µM, hits read low; in the data active means activity change below about -30%
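First, compound is pin-transferred into glyceraldehyde-3-phosphate coupling-enzyme reagent at 57.5 uM final and held 10 min at RT. Next, substrate, coupling system and AmpLite Red are added. After 20 min RT, fluorescence (525/598 nm) is read.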
uPA surface inh = blocks generation of uPA at the cell surface. cell surface uPA generation assay, qHTS. Potency, µM (doses to about 38.3 µM), for the others: top-dose activity change, negative = inhibition, most hits filed as inhibitors. 330,000 tested, 0.31% active. AID 540303; active means well fitted inhibition curve with a large enough effect; inconclusive means small, poorly fitted or top-dose-only effect; inactive means no such curve, though single readings can be large or run the other way; tested in mouse RAW 264.7 cells; further: potency means the concentration at half of the fitted maximal effect; nearly all actives have a fitted effect of over 55% in size
B2AR arrestin = agonists driving beta-arrestin recruitment to human beta2-adrenergic receptor; P07550; beta-arrestin recruitment to beta2AR, cell-based reporter; Potency, µM (doses to about 46.1 µM), without a hit: at the highest dose activation, most hits filed as activators; 330,000 tested, 0.02% active; AID 492947;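 further: potency means the concentration at half of the fitted maximal effect; 0% = DMSO controls and full agonism = EC100 isoproterenol or metaproterenol; nearly all actives have a fitted effect of over 65% in size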
Eya2 phos inh = Eya2 (human) phosphatase inhibition | O00167 | recombinant Eya2, OMFP fluorescence dephosphorylation (OMFP is methylfluorescein phosphate) | Potency, µM (highest dose often 76.9 µM), without a hit: top-dose activity, negative = inhibition, most hits filed as inhibitors | 330,000 tested, 0.006% active | AID 488837; further: potency means the concentration at half of the fitted maximal effect
Target sequence (O00167 whole entry, looked up): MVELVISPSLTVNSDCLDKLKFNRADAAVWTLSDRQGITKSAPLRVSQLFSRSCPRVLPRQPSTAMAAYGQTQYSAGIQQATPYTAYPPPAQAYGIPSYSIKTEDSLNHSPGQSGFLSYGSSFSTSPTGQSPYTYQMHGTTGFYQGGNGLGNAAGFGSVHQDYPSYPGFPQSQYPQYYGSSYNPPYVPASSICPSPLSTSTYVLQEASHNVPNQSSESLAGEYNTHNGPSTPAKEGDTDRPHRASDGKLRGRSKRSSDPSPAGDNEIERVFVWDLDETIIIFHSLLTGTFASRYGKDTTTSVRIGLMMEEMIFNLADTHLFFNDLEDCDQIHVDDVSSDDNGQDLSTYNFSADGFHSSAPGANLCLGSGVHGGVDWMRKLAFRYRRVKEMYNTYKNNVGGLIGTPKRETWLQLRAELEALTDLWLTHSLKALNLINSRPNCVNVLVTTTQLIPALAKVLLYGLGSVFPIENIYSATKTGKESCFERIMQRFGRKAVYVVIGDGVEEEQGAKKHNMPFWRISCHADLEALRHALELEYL
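Eya2 protein (added as 0.2 uM solution) was preincubated with compound for 10 min at ambient temperature in 50 mM HEPES pH 7.5, 50 mM NaCl, 5 uM MgCl2, 0.05% BSA, 1 mM DTT. OMFP (added at 50 uM) then reacted 10 min; fluorescence read at 485/525 nm.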
Giardia killer = kills Giardia lamblia | Giardia lamblia trophozoite viability | activity change, % at 7.66 µM, hits read low | 340,000 tested, 0.15% active; in the data active means activity change below about -80%; inconclusive means between about -30% and that limit;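 further: parasites exposed to compound for two days anaerobically before the ATP read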
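Trophozoites 100 cells/well + cpd; 48 hrs, 37 deg C, anaerobic. ATPLite 1-Step added, 15-30 min RT, luminescence read (ATP-based viability).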
An asterisk follows results filed as active; ? = inconclusive; nt = not tested or not shown; [ ] = dose if it differs, or a comment. Unless noted, the call rests on the fitted dose curve; in most records, active means well fitted curve in the direction sought with a large enough effect; inconclusive means small, poorly fitted or top-dose-only effect, or another doubt; inactive means no such curve, though single readings can be large; an effect the other way counts as inactive or inconclusive. Unless noted, on the % scale 0 is the no-effect control and ±100 the full control effect.

SMILES	Chronic BCR inh	PKM2 activator	USP2a inh	KCNH2 3.1 block	KCNH2 WT inh	GALK inhibitor	Coupling enz	uPA surface inh	B2AR arrestin	Eya2 phos inh	Giardia killer
O=C(O)COCC(=O)N1CCc2c([nH]c3ccccc23)C1C(F)(F)F (configuration not stated)	5%	nt	-1%	9	-17	3%	0	4%	0.1%	1%	13
COc1ccc(N2CCN(Cc3nc4c(c(=O)[nH]c(=O)n4C)n3CC(C)=O)CC2)cc1	1%	-15%	1%	19	-26	-1%	1	13%	0.0%	-3%	-14
O=C(O)c1c(NC(=O)c2cccc3ccccc23)sc2c1CCC2	?	-18%	-9%	2	-4	-4%	-3	-2%	-0.4%	-17%	-19
C[C@H](NC(N)=O)C(=O)OCC(=O)Nc1ccc(OC(F)F)cc1	1%	-2%	-2%	0	20	6%	-5	6%	-0.1%	4%	-6
COc1cccc(CNC(=O)CN(c2ccc(C(C)C)cc2)S(=O)(=O)c2c(C)noc2C)c1	?	nt	-2%	-33	-8	-1%	nt	3%	-0.1%	-28%	8
COc1ccc(CN(CCC(c2ccccc2)c2ccc(OC(C)C)cc2)C(=O)CCl)cc1OC (configuration not stated)	?	11%	3%	-11	39	0%	-1	-15%	-1.3%	-12%	-14
CCOc1ccccc1N(C)C(=O)c1cn(CC)c(=O)c2cc(OC)c(OC)cc12	2%	nt	5%	-13	-2	10%	1	1%	3.4%	0%	13
O=C(NCCCN1CCCC1=O)c1ccc2c(=O)n(-c3ccc(F)cc3)c(=S)[nH]c2c1	1%	nt	-3%	nt	nt	9%	1	nt	-0.2%	-10%	nt
C=CCOC(=O)C1=C[C@@H](C2CCCCC2)C[C@@H](OCc2ccc(CO)cc2)O1	?	3%	-2%	1	-6	-5%	0	7%	0.0%	-15%	-9
Cc1cccc(C)c1Nc1nnc(SCc2cc([N+](=O)[O-])cc3c2OCOC3)s1	?	-2%	-11%	-17	2	3%	8	nt	0.1%	9%	9
COc1ccc(CNC(=O)C2CCC(CNc3nc(=S)[nH]c4ccccc34)CC2)cc1 (configuration not stated)	-12%	-46%	3%	nt	nt	-2%	1	nt	-0.1%	-2%	nt
Cc1ccc2c(CSc3nc4nc(C)cc(C)n4n3)cc(=O)oc2c1	2%	6%	2%	3	1	0%	5	-6%	0.5%	-4%	0
Cc1nn(CC(=O)c2ccc(Cl)cc2Cl)c(C)[n+]1N	8%	0%	3%	24	8	1%	4	-5%	-1.9%	2%	33[activator]
NS(=O)(=O)c1cc(C(=O)N=Nc2c(O)[nH]c3ccccc23)ccc1Cl	?	-1%	0%	-1	-3	nt	-1	-4%	-0.7%	8%	-15
CCOC(=O)c1c(NC(=O)c2cc3n(n2)C(C(F)(F)F)CC(c2cccs2)N3)sc(C)c1C (configuration not stated)	8%	1%	1%	-78*	-4	2%	0	0%	-0.2%	7%	-7
NC(=O)C1CCN(C(=O)c2cc3n(n2)C(C(F)(F)F)CC(c2ccco2)N3)CC1 (configuration not stated)	2%	12%	-1%	1	2	1%	-3	12%	-0.2%	3%	0
O=C(CN1CCN(Cc2ccccc2Cl)C1=O)NC1CCCCCCC1	1%	0%	1%	8	-3	1%	3	1%	0.3%	-14%	2
CCOc1ccc(N(CC(=O)NCc2cccs2)S(=O)(=O)c2c(C)noc2C)cc1	4%	10%	-1%	5	-5	0%	1	-2%	0.0%	-5%	5
O=C(/C=C/c1ccccc1)NCc1ccc2c(c1)OCO2	8%	nt	3%	2	19	1%	2	7%	-0.4%	1%	-10
CCOC(=O)C1=C(Cc2ccc(F)cc2)C(=O)c2ccccc2C1=O	?	24%	5%	5	-1	0%	-57*	nt	-1.0%	-1%	6
CN1CCN(C(=O)CCc2nc(-c3ccc(Cl)cc3)no2)CC1	4%	5%	-3%	34	1	1%	2	-1%	0.1%	1%	8
N=c1n(Cc2ccccc2)c2ccccc2n1CC(O)COc1ccccc1 (configuration not stated)	?	0%	3%	?	16	1%	1	-8%	-0.3%	7%	-10
Cc1ccc(S(=O)(=O)N2CCCc3ccccc32)cc1C	-1%	0%	0%	-8	-12	1%	-3	1%	-0.2%	-2%	-12
Cn1c(=O)c2ncn(CC(=O)N=Nc3c(O)[nH]c4ccccc34)c2n(C)c1=O	1%	-17%	0%	nt	nt	-2%	1	nt	-0.1%	5%	nt
Cc1cccc(NC(=O)CN2C(=O)/C(=C3\SC(=S)N(CC4CCCO4)C3=O)c3ccccc32)c1 (configuration not stated)	3%	nt	2%	-8	-14	3%	-2	-2%	-0.3%	5%	15
O=C(NCc1cccnc1)c1cc(S(=O)(=O)N2CCOCC2)c(Cl)cc1Cl	3%	nt	1%	-9	1	nt	nt	-9%	-0.1%	-5%	16
CC(C)C(c1nnnn1Cc1cccs1)N1CCN(c2ccccc2)CC1 (configuration not stated)	-1%	4%	2%	19	24	0%	0	1%	-0.4%	7%	-1
COc1cc(NC(=O)c2cc3ccccc3o2)c(OC)cc1Br	3%	-14%	-3%	-17	11	-1%	-4	6%	0.0%	-13%	30
COc1cccc(NC(=O)CN(C)CC(=O)NC(C)c2ccccc2)c1 (configuration not stated)	3%	-1%	2%	12	1	0%	-2	3%	-0.7%	0%	-11
Cn1nc(C(=O)Nc2ccc(S(=O)(=O)N3CCCCC3)cc2)ccc1=O	-17%	-3%	1%	-4	6	-1%	5	0%	0.0%	4%	-15
COCCn1c(SCC(=O)NC2CCCCC2)nnc1-c1ccco1	1%	-4%	-1%	13	-28	-1%	-1	-1%	0.1%	15%	1
CCc1ccc(NS(=O)(=O)c2cc3[nH]c(=O)c(=O)[nH]c3cc2C)cc1	-2%	nt	0%	-15	-9	6%	5	17%	0.4%	10%	15
CC(C)n1c(=O)[nH][nH]c1=S	-4%	-23%	3%	-2	3	1%	2	3%	0.5%	-5%	6
COc1ccccc1NC(CC(=O)c1ccccc1)C(=O)OCC(=O)c1ccc(Br)cc1 (configuration not stated)	-13%	-1%	1%	-24	9	nt	0	-5%	-0.1%	1%	1
COc1cc(/C=c2/sc3nc(-c4ccccc4)c(-c4ccccc4)n3c2=O)cc(OC)c1OC	?	0%	2%	18	8	-2%	0	3%	-0.8%	-4%	2
CSc1ccccc1NC(=O)CN1CCCCC1	4%	0%	0%	16	-23	3%	-4	11%	0.1%	-17%	-23
O=C(O)/C=C\C(=O)Nc1ccc(OCc2ccccc2)cc1	?	2%	0%	-5	-5	2%	15	6%	0.2%	-1%	-8
CCc1ccc(S(=O)(=O)Nc2c(C)nn(C)c2C)cc1	5%	6%	4%	1	-14	1%	2	nt	0.0%	-12%	1
c1ccc(-c2nn[nH]n2)nc1	-6%	2%	-1%	3	-1	-1%	1	-6%	-0.2%	-26%	-18
COc1cc(/C=C/C(=O)NC2CCCCC2)cc(OC)c1OC	-3%	-2%	2%	3	0	0%	1	-2%	0.3%	3%	4
O=C(CNC(=O)c1ccc(Br)cc1)NC1=NCCS1	2%	-1%	0%	2	-6	7%	0	1%	-0.6%	10%	0
CC(Oc1cccc(Cl)c1)C(=O)Nc1ccc(N2CCOCC2)cc1N1CCOCC1 (configuration not stated)	-17%	nt	-1%	-5	7	nt	nt	21%	0.1%	-12%	1
COc1ccccc1NC(=O)c1c([N+](=O)[O-])cnn1C	-1%	0%[11.5 µM]	0%	0	3	-3%	0	-1%	-0.5%	-18%	11
CSc1nccc(Oc2cncc(Cl)c2)n1	-10%	-7%	0%	14	4	3%	1	3%	-0.8%	2%	-1
Cc1nc(CN2CCC(c3ccccc3)CC2)cc(=O)[nH]1	1%	6%	1%	9	1	2%	3	1%	-0.1%	-4%	-15
Cc1ccc(/C(O)=C/C(=O)C(=O)NNC(=O)C(O)(c2ccccc2)c2ccccc2)cc1	26%	-19%	?	-4	-9	-2%	-3	7%	0.1%	1%	2
CCN(CC(=O)NCc1ccc(F)cc1)CC(O)COCc1cccc(OC)c1 (configuration not stated)	1%	0%	1%	-7	25	0%	2	0%	0.1%	-7%	-12
CCn1c(SCC(=O)Nc2ccc(F)cc2)nc2ccccc2c1=O	-2%	nt	6%	9	0	0%	2	-8%	-0.3%	13%	12
CCC(C(=O)NCCc1ccc(OC)cc1OC)n1nc(C)n2c(cc3occc32)c1=O (configuration not stated)	0%	nt	2%	-13	2	3%	1	0%	-0.7%	-2%	36[activator]

3 entries already listed, arranged by their value in GALK inhibitor, descending:
SMILES | GALK inhibitor
Cc1nc(CN2CCC(c3ccccc3)CC2)cc(=O)[nH]1 | 2%
Cc1ccc(/C(O)=C/C(=O)C(=O)NNC(=O)C(O)(c2ccccc2)c2ccccc2)cc1 | -2%
COc1ccccc1NC(=O)c1c([N+](=O)[O-])cnn1C | -3%

Screens deposited in PubChem by National Center for Advancing Translational Sciences (NCATS).
